TrxR1 substrate – is turned over as a substrate by rat TrxR1. AID 588456. Potency, µM (top dose mostly 114 µM), for inactives: at the highest dose activity change, negative = substrate turnover. purified TrxR1 substrate turnover, NADPH consumption readout. 390,000 tested, 0.01% active; also: potency is read from the fitted curve at half-maximal effect; nearly all actives have a fitted effect of over 50% in size
Target sequence (O89049 whole entry, looked up): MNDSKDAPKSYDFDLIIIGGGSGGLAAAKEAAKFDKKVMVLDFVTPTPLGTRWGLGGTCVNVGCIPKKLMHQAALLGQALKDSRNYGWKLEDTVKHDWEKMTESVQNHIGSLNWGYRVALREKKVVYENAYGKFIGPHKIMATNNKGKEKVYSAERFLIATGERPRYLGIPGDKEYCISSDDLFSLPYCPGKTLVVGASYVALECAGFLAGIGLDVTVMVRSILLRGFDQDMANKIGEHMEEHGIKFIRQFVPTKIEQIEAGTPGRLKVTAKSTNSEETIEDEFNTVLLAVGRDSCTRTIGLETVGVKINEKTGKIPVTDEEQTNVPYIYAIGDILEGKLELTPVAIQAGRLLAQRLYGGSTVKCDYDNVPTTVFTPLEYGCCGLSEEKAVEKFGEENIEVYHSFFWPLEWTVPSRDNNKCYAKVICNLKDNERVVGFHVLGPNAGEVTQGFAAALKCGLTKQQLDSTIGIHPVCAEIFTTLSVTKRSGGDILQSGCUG
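Rat TrxR1, dispensed at 90 nM, was prereduced with 400 uM NADPH (final) for 5 min at ~22 deg C, then incubated with compound 15 min before 400 uM selenite. A first-read NADPH fluorescence drop versus no-compound background flagged substrates.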
TrxR1 inh – blocks rat thioredoxin reductase 1 | 390,000 tested, 1% active | Potency, µM (doses to about 114 µM), for inactives: top-dose activity change, negative = inhibition, usual class: inhibitors | AID 588453 | O89049 | recombinant rTrxR1, NADPH fluorescence consumption, selenite substrate; also: potency is read from the fitted curve at half-maximal effect; nearly all actives have a fitted effect of over 65% in size
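Rat TrxR1 (90 nM in the dispensed reagent) was pre-reduced with 400 uM NADPH for 5 min at room temperature, then incubated with compound for 15 min. After 400 uM selenite was added, NADPH fluorescence (Ex 340/Em 450 nm) was followed for 8 min.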
PI4K2A block – blocks human PI4K2A kinase activity. AID 1346378. purified PI4K2A, ADP-Glo luminescence, 1 h; hits give low values. Q9BTU6. 420,000 tested, 0.13% active. activity change, negative = inhibition, % at 76.9 µM; in the data active = activity change below about -50%; inconclusive = mostly about -30% to -49%;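 also: -100% = wells without enzyme as full effect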
Target sequence (Q9BTU6 whole entry, looked up): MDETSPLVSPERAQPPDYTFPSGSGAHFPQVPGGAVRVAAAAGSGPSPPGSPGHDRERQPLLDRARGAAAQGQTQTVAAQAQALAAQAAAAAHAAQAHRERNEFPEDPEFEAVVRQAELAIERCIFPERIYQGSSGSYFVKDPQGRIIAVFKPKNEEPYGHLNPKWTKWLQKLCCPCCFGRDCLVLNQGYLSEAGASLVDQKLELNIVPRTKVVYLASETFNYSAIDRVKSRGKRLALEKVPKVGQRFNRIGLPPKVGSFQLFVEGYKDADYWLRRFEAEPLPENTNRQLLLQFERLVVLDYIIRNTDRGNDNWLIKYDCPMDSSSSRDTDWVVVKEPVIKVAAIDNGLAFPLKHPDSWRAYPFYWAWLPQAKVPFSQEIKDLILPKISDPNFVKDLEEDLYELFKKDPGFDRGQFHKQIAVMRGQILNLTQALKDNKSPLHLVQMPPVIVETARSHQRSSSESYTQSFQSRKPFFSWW
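PI4K2A activity was measured by ADP-Glo luminescence: enzyme (4 ug/mL stock) and phosphatidylinositol (1.2 mM stock) in Tris pH 7.5/MgCl2/EGTA/Triton X-100 buffer were reacted with ATP (300 microM stock) for one hour at ambient temperature.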
Active calls of the source: *; i = inactive; ? = inconclusive; nt = no result given; [ ] = another dose, or the depositor's remark. Unless noted, calls follow the shape of the dose curve; as a rule, active = well fitted inhibition curve with a large enough effect; inconclusive = small, poorly fitted or top-dose-only effect; inactive = no such curve, though single readings can be large or run the other way. Unless noted, % is scaled to controls: 0 for no effect and ±100 for the full control effect. An excerpt. The share of hits here may be higher or lower than overall.

# | molecule | TrxR1 substrate | TrxR1 inh | PI4K2A block
1 | CN1CCN(c2ccc3ccccc3n2)CC1 | nt | 3% | nt
2 | N[C@H](CCCCCP(=O)(O)O)C(=O)O | nt | 5% | nt
3 | COc1ccc2c(c1O)-c1cccc3c1C(C2)N(C)CC3 (centres undefined) | nt | 18% | nt
4 | CN1CCC23CCCC[C@H]2C1Cc1ccc(O)cc13 (some centres undefined) | nt | 0% | nt
5 | NC(Cn1ccc(=O)[nH]c1=O)C(=O)O (centres undefined) | nt | 4% | nt
6 | Nc1ncnc2c1ncn2[C@@H]1O[C@H](COP(=O)(O)CP(=O)(O)OP(=O)(O)O)[C@H](O)[C@H]1O | nt | ? | nt
7 | C[C@]12CC[C@H](OS(=O)(=O)O)CC1=CCC1C2CC[C@]2(C)C(=O)CC[C@@H]12 (some centres undefined) | nt | ? | nt
8 | CNC(=O)OCC[N+](C)(C)C | nt | 19%[57.1 µM] | nt
9 | O=P1(Oc2ccccc2)CC(O)C(O)C(COCc2ccccc2)O1 (centres undefined) | 0% | 15% | nt
10 | O=Cc1ccccc1 | 6% | 24% | nt
11 | CN(C)c1ccc(N=Nc2ccccc2)cc1 | -9% | 2% | nt
12 | COc1cc([C@@H]2c3cc4c(cc3[C@@H](O)C3COC(=O)C32)OCO4)cc(OC)c1O (some centres undefined) | 0% | 11% | nt
13 | O=C(CN1CCCC2CCCCC21)c1ccc(I)cc1 (centres undefined) | 1% | -31% | nt
14 | COc1cccc2c1C(=O)c1c(O)c3c(c(O)c1C2=O)C[C@@](O)(C(=O)CO)C[C@@H]3O[C@H]1C[C@H](N)[C@H](OC2CCCCO2)[C@H](C)O1 (some centres undefined) | -17% | ? | nt
15 | C[C@H]1CCCC=CC2C[C@H](O)C[C@@H]2[C@H](O)C=CC(=O)O1 (some centres undefined) | 2% | 8% | nt
16 | COc1cc([C@@H]2c3cc4c(cc3[C@H](OC(C)=O)[C@H]3COC(=O)[C@@H]23)OCO4)cc(OC)c1OC | -2% | -7% | nt
17 | COc1cc([C@@H]2c3cc4c(c(O)c3C[C@H]3COC(=O)[C@@H]32)OCO4)cc(OC)c1OC | 7% | 6% | nt
18 | CO[C@H]1[C@@H](O)[C@@H](C)O[C@H](O[C@H]2[C@H](Oc3cccc4c(O)c5c(=O)oc6ccc(C)c7c(=O)oc(c34)c5c67)O[C@H](C)[C@H](O)[C@@H]2O)[C@@H]1O | -1% | 4% | nt
19 | N=C(N)c1ccc(-c2ccc(-c3ccc(C(=N)N)cc3)o2)cc1 | 473%[activator] | ? | nt
20 | Nc1ncnc2c1ncn2[C@@H]1O[C@@H]2COP(O)(=S)O[C@H]2[C@H]1O (some centres undefined) | 4% | 17% | nt
21 | CC(=O)NCC(N)C(=O)c1ccc(C)cc1 (centres undefined) | 3% | 11% | nt
22 | CN1C[C@@H](CO)C=C2c3cccc4[nH]cc(c34)CC21 (some centres undefined) | 0% | -1% | nt
23 | C[C@H]1CC[C@@H]2[C@@H](C)[C@H]3C(CC4C5CC=C6CC(O[C@@H]7O[C@H](CO)C(O[C@@H]8O[C@@H](C)[C@H](O)[C@@H](O)[C@H]8O)[C@H](O)[C@H]7O[C@@H]7O[C@@H](C)[C@H](O)[C@@H](O)[C@H]7O)CC[C@]6(C)C5CC[C@@]43C)N2C1 (some centres undefined) | -3% | -33% | nt
24 | O=C(CN1CCCC1)c1ccccc1 | 1% | -25% | nt
25 | COc1ccc(C(=O)C2CCCN(CCc3ccccc3)C2)cc1OC (centres undefined) | nt | nt | -2
26 | CC12Nc3ccccc3C(=O)N1Cc1cnnn1-c1ccccc12 (centres undefined) | nt | nt | 1
27 | C[C@@H](N)[C@@H](O)c1ccccc1 | nt | nt | 4
28 | CN1CCc2cc(Cl)c(O)cc2[C@H]2c3ccccc3CC[C@@H]21 | nt | nt | 2
29 | COc1ccc(-c2ccc3c(c2)CN(CC(C)C)Cc2cnnn2-3)cc1 | nt | nt | 0
30 | CC(C)(C)n1nnnc1C(c1cccs1)N1CCC2(CC1)C(=O)NCN2c1ccccc1 (centres undefined) | nt | nt | -4
31 | O=C(O)CCCCCCNC1c2ccccc2CCc2ccccc21 | nt | nt | 1
32 | CC(C)(C)n1nnnc1C(c1cc2ccccc2o1)N1CCC2(CC1)C(=O)NCN2c1ccccc1 (centres undefined) | nt | nt | -2
33 | c1ccc(CN2COC3CCCCCC32)cc1 (centres undefined) | nt | nt | 6
34 | CCC(OC(C)=O)C(CC(C)NC)(c1ccccc1)c1ccccc1 (centres undefined) | nt | nt | i
35 | COc1ccc(CN2Cc3cc(N4CCOCC4)ccc3-n3nncc3C2)cc1 | nt | nt | -5
36 | COc1ccc(-n2nnnc2C(c2ccccc2)N2CCC(n3c(=O)[nH]c4ccccc43)CC2)cc1 (centres undefined) | nt | nt | 0
37 | O=C(NCP(=O)(Oc1ccccc1)Oc1ccccc1)OCc1ccccc1 | nt | nt | -3
38 | O=C(N/N=C/c1ccc([N+](=O)[O-])o1)c1cc([N+](=O)[O-])cc([N+](=O)[O-])c1O | nt | nt | 0
39 | CCOC(=O)[C@]12Cc3cc(OC)ccc3[C@H]1N(CC(=O)OC)C(=O)c1ccccc12 | nt | nt | -15
40 | CO/C=C(/C(=O)OC)c1ccccc1Oc1cc(Oc2ccccc2C#N)ncn1 | nt | nt | i
41 | CC[C@H](C)[C@@H]1OC(=O)[C@H](C(C)C)N(C)C(=O)[C@H](C(C)C)NC(=O)[C@@H](C)[C@@H](CCCC#CBr)OC(=O)[C@H](C(C)C)N(C)C(=O)C2CCCN2C1=O (some centres undefined) | nt | nt | 6
42 | S=P(c1ccccc1)(c1ccccc1)c1cnc2ccccn12 | nt | nt | -11
43 | CC(C)(O)C(Cl)(Cl)Cl | nt | nt | 1
44 | CCOC(=O)[C@]12Cc3ccccc3[C@H]1N(C)C(=O)c1cc(OC)ccc12 | nt | nt | 19
45 | Cc1ccccc1CCC[C@@H](CC1CCCCC1)CN(C)C(=O)Oc1ccccc1 | nt | nt | -1
46 | NC1(c2ccccc2)CCCCC1 | nt | nt | i
47 | COC(=O)[C@@H]1N=C(c2ccc(OC)cc2)O[C@]12C(=O)N(Cc1ccccc1)c1ccccc12 | nt | nt | -1
48 | CCOC(=O)[C@]12Cc3cc(C)ccc3[C@H]1N(Cc1ccccc1)C(=O)c1cc(F)c(F)cc12 | nt | nt | 8
49 | CCOC(=O)NC(C)(C)Cc1ccc(Cl)cc1 | nt | nt | 1
50 | COc1ccc(C(c2nnnn2C2CCCC2)N2CCC3(CC2)C(=O)NCN3c2ccccc2)cc1 (centres undefined) | nt | nt | -2

Shown with two lines to a compound: entries from further up
Results follow in this order: TrxR1 substrate	TrxR1 inh	PI4K2A block
37) O=C(NCP(=O)(Oc1ccccc1)Oc1ccccc1)OCc1ccccc1
    nt	nt	-3
38) O=C(N/N=C/c1ccc([N+](=O)[O-])o1)c1cc([N+](=O)[O-])cc([N+](=O)[O-])c1O
    nt	nt	0
39) CCOC(=O)[C@]12Cc3cc(OC)ccc3[C@H]1N(CC(=O)OC)C(=O)c1ccccc12
    nt	nt	-15
40) CO/C=C(/C(=O)OC)c1ccccc1Oc1cc(Oc2ccccc2C#N)ncn1
    nt	nt	i
41) CC[C@H](C)[C@@H]1OC(=O)[C@H](C(C)C)N(C)C(=O)[C@H](C(C)C)NC(=O)[C@@H](C)[C@@H](CCCC#CBr)OC(=O)[C@H](C(C)C)N(C)C(=O)C2CCCN2C1=O (some centres undefined)
    nt	nt	6
42) S=P(c1ccccc1)(c1ccccc1)c1cnc2ccccn12
    nt	nt	-11
43) CC(C)(O)C(Cl)(Cl)Cl
    nt	nt	1
44) CCOC(=O)[C@]12Cc3ccccc3[C@H]1N(C)C(=O)c1cc(OC)ccc12
    nt	nt	19
45) Cc1ccccc1CCC[C@@H](CC1CCCCC1)CN(C)C(=O)Oc1ccccc1
    nt	nt	-1
46) NC1(c2ccccc2)CCCCC1
    nt	nt	i
47) COC(=O)[C@@H]1N=C(c2ccc(OC)cc2)O[C@]12C(=O)N(Cc1ccccc1)c1ccccc12
    nt	nt	-1
48) CCOC(=O)[C@]12Cc3cc(C)ccc3[C@H]1N(Cc1ccccc1)C(=O)c1cc(F)c(F)cc12
    nt	nt	8
49) CCOC(=O)NC(C)(C)Cc1ccc(Cl)cc1
    nt	nt	1
50) COc1ccc(C(c2nnnn2C2CCCC2)N2CCC3(CC2)C(=O)NCN3c2ccccc2)cc1 (centres undefined)
    nt	nt	-2

Following part:
# | molecule | TrxR1 substrate | TrxR1 inh | PI4K2A block
51 | C(#CCN1CCCCC1)CN1CCCCC1 | nt | nt | -3
52 | C[C@@H]1COc2cccc(N3CCN(C)CC3)c2S(=O)(=O)N1 | nt | nt | 0
53 | O=S(=O)(c1cc(Cl)cc(Cl)c1)N1Cc2cc(N3CCOCC3)ccc2-n2nncc2C1 | nt | nt | 2
54 | CCCCn1nnnc1C(CCc1ccccc1)N1CCC2(CC1)C(=O)NCN2c1ccccc1 (centres undefined) | nt | nt | -5
55 | Sc1ccccc1Cl | nt | nt | 2
56 | CC(C)(C)n1nnnc1C(CCc1ccccc1)N1CCC2(CC1)C(=O)NCN2c1ccccc1 (centres undefined) | nt | nt | 2
57 | O=C1NCN(c2ccccc2)C12CCN(C(c1cc3ccccc3o1)c1nnnn1-c1ccc3c(c1)OCCO3)CC2 (centres undefined) | nt | nt | 0
58 | COc1ccc2c(c1)C1OCCNC1CC2 (centres undefined) | nt | nt | 0
59 | CCCCn1nnnc1C(c1ccc(OC)cc1)N1CCC2(CC1)C(=O)NCN2c1ccccc1 (centres undefined) | nt | nt | 0
60 | COC(=O)C(Cl)C(=O)OC | nt | nt | 3
61 | O=C1NCN(c2ccccc2)C12CCN(C(CCc1ccccc1)c1nnnn1-c1ccc3c(c1)OCCO3)CC2 (centres undefined) | nt | nt | -2
62 | CC(=O)N1c2ccccc2C(c2ccccc2)=NCC1C(=O)NCc1ccccc1 (centres undefined) | nt | nt | 6
63 | COP(=S)(OC)Oc1cc(Cl)c(Cl)cc1Cl | nt | nt | -4
64 | COc1ccc(C(c2nnnn2-c2ccc(OC)cc2)N2CCC3(CC2)C(=O)NCN3c2ccccc2)cc1 (centres undefined) | nt | nt | 2
65 | Cc1cccc(C)c1-n1nnnc1C(C1CC1)N1CCC2(CC1)C(=O)NCN2c1ccccc1 (centres undefined) | nt | nt | -4
66 | COc1cc([N+](=O)[O-])c2ncccc2c1[N+](=O)[O-] | nt | nt | -8
67 | Oc1ccc2[nH]cc(CCCCN3CC=C(c4ccccc4)CC3)c2c1 | nt | nt | 0
68 | COC1CC(=C(c2cccs2)c2cccs2)C[N+](C)(C)C1 (centres undefined) | nt | nt | 0
69 | CCOC(C(=O)OCCN(C)C)(c1ccccc1)c1ccccc1 | nt | nt | 4
70 | CCOC(=O)[C@]12Cc3c(cc(OC)c(OC)c3OC)[C@H]1N(C1CCCCC1)C(=O)c1ccccc12 | nt | nt | 5
71 | COc1cccc(C(c2nnnn2Cc2ccccc2)N2CCC(n3c(=O)[nH]c4ccccc43)CC2)c1OC (centres undefined) | nt | nt | 5
72 | Nc1ccc(CC(N)c2csc(Nc3ncccn3)n2)cc1 (centres undefined) | nt | nt | -3
73 | COc1ccc(-n2nnnc2C(c2cccs2)N2CCC(n3c(=O)[nH]c4ccccc43)CC2)cc1 (centres undefined) | nt | nt | 1
74 | O=C1c2ccccc2C(=O)C1C(=O)C(c1ccccc1)c1ccccc1 | nt | nt | ?
75 | CCOC(=O)NC(O)C(Cl)(Cl)Cl (centres undefined) | nt | nt | 0
76 | c1ccc(CN2CCNCC2)cc1 | nt | nt | -1
77 | C[C@H]1CNCCc2ccc(Cl)cc21 | nt | nt | -3
78 | CCOC(=O)[C@]12Cc3cc(OC)ccc3[C@H]1N(Cc1ccccc1)C(=O)c1cc(OC)ccc12 | nt | nt | 1
79 | COc1ccc(-n2nnnc2C(c2ccnc3ccccc23)N2CCC3(CC2)C(=O)NCN3c2ccccc2)cc1 (centres undefined) | nt | nt | 0
80 | CC(NC(=O)OCc1ccccc1)P(=O)(Oc1ccccc1)Oc1ccccc1 (centres undefined) | nt | nt | 7
81 | CC(C)(C)OC(=O)c1ncn2c1[C@@H]1CCCN1C(=O)c1c(Br)cccc1-2 | nt | nt | 0
82 | CSCCC(c1nnnn1C(C)(C)C)N1CCC(n2c(=O)[nH]c3ccccc32)CC1 (centres undefined) | nt | nt | -4
83 | O=C(Nc1ccccc1-c1ccc(Cl)cc1)c1cccnc1Cl | nt | nt | i
84 | CCC1(CCC(C)C)C(=O)NC(=O)NC1=O | nt | nt | i
85 | O=C1NCN(c2ccccc2)C12CCN(C(c1ccccc1OC(F)(F)F)c1nnnn1C1CCCC1)CC2 (centres undefined) | nt | nt | 1

Compound activity (PubChem)
